Screening results (PubChem BioAssay)
Myeloid diff 2: compounds promoting myeloid differentiation; ER-HoxA9 myeloid progenitors, lysozyme-GFP differentiation, flow cytometry; calls only at 10 µM; actives 1% (n = 360,000); AID 624256;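 active = normalized GFP-positive differentiation at or above the plate's own cutoff, the solvent-only control mean plus 3 SD; inconclusive = no clear call, values can overlap the other calls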;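 also: cells exposed to compound for four days before flow analysis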
human PMI inhibition: MPI enzyme activity inhibition – biochemical, fluorescence intensity, coupled assay, primary screen (AID 1209) | purified PMI enzyme, coupled fluorescence intensity; higher % means a stronger effect | actives 0.42% (n = 190,000) | inhibition, % at 20 µM; hits with a dose series show IC50 in µM;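 also: plate controls were DMSO vehicle for no effect and wells lacking substrate for full effect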
human PMI inhibitors: MPI inhibition at elevated mannose 6-phosphate – biochemical, fluorescence intensity, high mannose 6-phosphate, primary screen (AID 1220); recombinant PMI enzyme, coupled fluorescence intensity; higher % means a stronger effect; inhibition, % at 20 µM; hits with a dose series show IC50 in µM; actives 0.66% (n = 190,000)
RSV antiviral HEp-2: RSV antiviral activity via CPE protection, HEp-2 cells, primary 10 µM value included (AID 2391); HEp-2 cells, RSV-induced CPE inhibition; higher % means a stronger effect; CPE inhibition, % at 10 µM; hits with a dose series show IC50 in µM; actives 0.13% (n = 310,000); in the data active = a potency from the dose series; inconclusive = CPE inhibition mostly from about 23% at the one dose, without a potency; inactive = the rest, 99 in 100 with CPE inhibition below about 21%; also: strong numbers were not always called active
WT yeast gro inh: growth inhibition of WT yeast, mitochondrial fusion screen; mitochondrial fusion phenotypic screen, WT strain; inhibition, % at 10 µM; actives 2.1% (n = 190,000); AID 1362; in the data active = inhibition above about 58%; tested in S. cerevisiae
SIAH1 antagonists: blockers of Siah-1 interaction with plectin peptide – biochemical, fluorescence polarization, rhodamine-plectin, uHTS, primary screen (AID 1817) | Siah-1 / rhodamine-plectin peptide fluorescence polarization; higher % means a stronger effect | one-dose displacement, % at 20 µM; IC50 in µM for titrated hits | actives 0.02% (n = 290,000);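 active = displacement of at least 50% at 20 µM, with a fluorescence ratio check between 0.3 and a set limit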;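 also: plate controls were Siah plus tracer with DMSO for no effect and tracer alone without Siah for full effect; strong numbers were not always called active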
XIAP antagonists: small molecules displacing peptide from XIAP – biochemical, IAP family, fluorescence polarization (AID 1018). one-dose displacement, % at 20 µM; IC50 in µM for titrated hits. XIAP BIR domain, fluorescence polarization peptide displacement; higher % means a stronger effect. actives 0.007% (n = 200,000); in the data active = displacement above about 50%; also: a part of the inactive calls stands beside numbers as strong as those of hits
Salmonella PhoP GFP: PhoP-dependent GFP reporter repression – Salmonella Typhimurium, primary screen (AID 1863) | S. Typhimurium PhoP-regulated promoter GFP reporter, 4 h; higher % means a stronger effect | inhibition, % at 50 µM; hits with a dose series show IC50 in µM | actives 0.16% (n = 300,000);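 active = inhibition over 29.93%, a cutoff 3 SD above the screen mean, later confirmed by dose response; inconclusive = inhibition over 29.93% but no dose response follow-up; inactive = inhibition at most 29.93% or unconfirmed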;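 also: 0% = low Mg2+ inducing control and 100% = high Mg2+ repressing control; strong numbers were not always called active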
TNAP activators: stimulation of alkaline phosphatase TNAP activity – biochemical, luminescent, no phosphate acceptor, uHTS, primary screen (AID 1001) | purified TNAP, luminescent activation assay, no phosphate acceptor; higher activation fold means a stronger effect | activation fold at 20 µM, or EC50 in µM where a hit was titrated | actives 0.03% (n = 200,000); in the data active = activation fold from about 3, or a potency from the dose series; inactive = the rest, 99 in 100 with activation fold below about 1.6; also: many of its hits are not listed in these tables
WT yeast gro inh mutant strain: recorded beside WT yeast gro inh, whose call it bears; inhibition, %; mitochondrial fusion phenotypic screen, mutant strain inhibition
Myeloid diff 2 GFP+ MAC1+ %: second read-out of Myeloid diff 2, no call of its own (marks repeat the call); GFP+ MAC1+ double positive, %; measured here: differentiation confirmed by MAC1 staining
An asterisk follows results filed as active; i = inactive; ? = inconclusive; . = not tested or not shown. Rule as the data show it, unless noted: active = inhibition above about 50%; inactive = the rest. Random draw from the library; any-hit rate near 3.1%.

SMILES	Myeloid diff 2	Myeloid diff 2 GFP+ MAC1+ %	human PMI inhibition	human PMI inhibitors	RSV antiviral HEp-2	WT yeast gro inh	WT yeast gro inh mutant strain	SIAH1 antagonists	XIAP antagonists	Salmonella PhoP GFP	TNAP activators
Cc1ccc(N2C(SCC(=O)O)=NC(=Nc3cccc(C)c3)C23CCCC3)cc1	i	0.2	22%	14%	-0.5%	-11	9	-7%	-2.4%	-8%	1.1
CC(C)OC(=O)Cn1nnc2c(cnn2-c2ccccc2)c1=O	i	0.5	11%	15%	0.4%	1	0	4%	-8.1%	0%	1
O=C(NCCc1ccccc1)C1CCN(S(=O)(=O)N2CCCC2)CC1	i	5.6	-2%	-3%	1.8%	-5	-18	-5%	-5.3%	10%	1.1
CCOc1ccccc1CN1CCN(Cc2ccc3cc(F)ccc3n2)CC1CCO (stereo not given)	i	0.4	.	.	1.1%	.	.	-5%	.	-1%	.
Cn1c(CCN2CCCCC2)nc2cc(NC(=O)COc3ccc([N+](=O)[O-])cc3)ccc21	?	.	.	.	-0.6%	.	.	27%	.	5%	.
Nc1nc(-c2cccs2)cs1	i	1.3	5%	2%	-1.0%	-5	-13	5%	-0.2%	8%	1.1
Cc1ccc(NC(=O)C(SCC(=O)O)c2ccccc2)cc1C (stereo not given)	i	0.8	4%	4%	-0.3%	3	15	7%	-0.1%	-13%	1.1
Cc1ncc([N+](=O)[O-])n1CC(=O)NCCc1ccccc1	i	0.6	-4%	-4%	1.8%	1	12	2%	-3.4%	-2%	1.1
COc1ccccc1OCCOc1ccccc1/C=N/n1cnnc1	i	0.4	2%	1%	-1.4%	7	-25	5%	-0.5%	9%	1.1
CCCCCCCCCCCCOC1OC(CO)C(O)C(O)C1NC(C)=O (stereo not given)	i	0.1	17%	10%	3.1%	-3	-6	0%	-9.7%	-11%	1.1
COc1cccc(-c2csc(N3CCN(C(=S)Nc4ccccc4)CC3)n2)c1	i	3.4	-2%	1%	-0.1%	10	-3	3%	-3.7%	-7%	1.1
CC(C)[C@H](NC(=O)C1CCN(S(=O)(=O)c2ccc(F)cc2)CC1)C(=O)NCc1ccco1	i	2.1	.	.	0.8%	.	.	-1%	.	-3%	.
COc1ccc(NC(=O)Nc2c(C)n(C)n(-c3ccccc3)c2=O)c(OC)c1	i	1.0	.	.	2.0%	.	.	14%	.	1%	.
CCN(CC)CCCN(C(=O)c1ccccc1F)c1nc(-c2ccc(OC)cc2)cs1	i	0.1	.	.	-0.6%	.	.	-5%	.	-8%	.
CSc1ccccc1OCc1cc(C(=O)N(C)Cc2cc(C)[nH]n2)no1	i	0.3	.	.	4.8%	.	.	0%	.	-3%	.
CCOc1cc2sc(N3CCC(C(=O)NCCCN4CCCC4=O)CC3)nc2cc1Br	i	0.0	.	.	44%	.	.	1%	.	-8%	.
O=[N+]([O-])c1ccc(/C=N/n2cnc3ccccc32)s1	?	.	1%	10%	-1.4%	53	2	59%	4.2%	-39%	1.1
CCOc1cc2c(cc1OCC)C(c1ccccc1)N(c1ccc(C(=O)O)cc1)C(=O)C2 (stereo not given)	i	0.7	.	.	1.0%	.	.	-6%	.	-4%	.
O=C(Nc1ccc(Nc2ccccc2)cc1)c1c(F)c(F)c(F)c(F)c1F	i	0.2	.	.	0.4%	.	.	-4%	.	-7%	.
CC1Cc2nc(SCC(=O)NCc3ccco3)n(-c3ccccc3)c(=O)c2S1 (stereo not given)	i	5.0	19%	18%	2.8%	12	-2	-4%	1.1%	-2%	1.1
Cc1cc(/C=N/n2cnnc2)c(C)n1-c1ccc(OCc2ccc(Cl)cc2Cl)cc1	i	1.3	19%	12%	-2.0%	80	80	0%	-7.5%	17%	1.6
COc1ccc(CN2CCNC(=O)C2CC(=O)N(C)Cc2ccon2)c(OC)c1 (stereo not given)	i	0.3	12%	28%	0.7%	-12	13	4%	-7.3%	-9%	1
CC(=O)Nc1ccc(S(=O)(=O)/N=C2\SCCN2S(=O)(=O)c2ccc(NC(C)=O)cc2)cc1	i	1.0	.	.	1.6%	16	22	.	.	8%	.
Cc1nn(C)c(C(=O)Nc2ccc(Cn3cccn3)cc2)c1[N+](=O)[O-]	i	0.1	10%	7%	-1.0%	0	17	3%	-7.6%	5%	1
Cc1ccc(N=C2NC(=O)/C(=C\c3cccs3)S2)cc1C	i	1.1	1%	-2%	6.3%	35	20	2%	33%	9%	1.7
COc1ccc(-c2nnnn2CCc2ccccc2)cc1	i	8.2	13%	14%	1.6%	8	9	-2%	-0.7%	4%	1.2
CC(=O)c1nn(-c2cccc(Br)c2)cc1C(=O)c1cccc2ccccc12	i	0.5	12%	5%	3.5%	-8	-10	-2%	-5.0%	-5%	1.1
O=C(O)CCn1cc(/C=C/C(=O)c2ccc(Cl)cc2)c(-c2ccc(Br)cc2)n1	i	0.5	18%	15%	-1.7%	18	-1	8%	-3.0%	2%	1.1
CCNC(=S)N(CCc1c(C)[nH]c2ccc(Cl)cc12)Cc1ccco1	i	0.5	16%	13%	8.2%	78*	39*	-2%	-2.6%	3%	1
COc1ccc(NC(=O)CCCSc2nc(-c3ccco3)cc(C(F)(F)F)n2)cc1OC	i	1.8	-7%	-3%	-0.1%	-2	-2	-1%	-4.2%	-9%	1
O=C(/C(=C/c1cccc(Cl)c1)c1nc2ccccc2[nH]1)c1ccccc1	i	1.2	14%	5%	-1.6%	58	79	0%	-24%	3%	1
O=C(CSc1nc2ccc(N3CCOCC3)cc2c(=O)n1CCc1ccccc1)NCC1CCCO1 (stereo not given)	i	0.3	-11%	1%	1.4%	13	24	-5%	-3.1%	-10%	1
O=C(NCc1cccnc1)c1nn2cccnc2c1Cl	i	0.1	17%	18%	-0.4%	-1	7	-3%	-14%	8%	1.1
O=[N+]([O-])c1ccc(-c2cnc(SC(c3ccccc3)c3ccccc3)[nH]2)cc1	i	1.7	9%	3%	15%	48	7	3%	-8.5%	8%	0.9
CC(C)c1cc(CN2CCN(Cc3ccc(F)c(F)c3)C(CCO)C2)[nH]n1 (stereo not given)	i	0.1	12%	1%	0.4%	3	-21	17%	-2.2%	7%	1.1
O=C(NCc1ccc(F)cc1)C1CCCN1S(=O)(=O)c1cccc2nsnc12 (stereo not given)	i	0.0	.	.	13%	.	.	-4%	.	5%	.
C=CCn1cccc(C(=O)Nc2ccc(OC)cc2OC)c1=O	.	.	-3%	-3%	0.1%	-6	-1	-4%	-6.3%	10%	1
COc1ccc(CCNC(=O)COC(=O)c2ccc(N3CCCC3=O)cc2)cc1	i	0.1	-6%	-5%	1.3%	-8	-40	14%	-6.0%	-6%	1.2
CC1CCCC(NC(=O)CCn2c(=S)oc3ccccc32)C1C (stereo not given)	i	0.0	.	.	0.2%	.	.	-4%	.	-3%	.
O=C(Nc1ccccc1)c1[nH]ncc1[N+](=O)[O-]	i	0.8	16%	1%	1.1%	-15	-5	-4%	-8.3%	-1%	1.1
CC(C)=CCC/C(C)=C/C=N/NC(=O)c1cccc([N+](=O)[O-])c1	i	0.3	4%	-4%	1.5%	-1	6	12%	-2.9%	-3%	1.1
CCOc1cc(NC(=S)NCCCOC)c(OCC)cc1NC(=O)c1cccs1	i	0.8	17%	32%	1.1%	5	-20	-6%	-13%	11%	1.6
CCOc1ccc(NCc2cccn2-c2nnc(N3CCC(C(=O)NCCCN4CCCCC4)CC3)s2)cc1	i	2.0	.	.	-1.5%	.	.	-3%	.	-3%	.
NC(=O)[C@@H]1CCCNc2c(F)cc([N+](=O)[O-])cc2C(=O)N[C@@H](CO)C(=O)N[C@@H](Cc2ccc(O)cc2)C(=O)N1	i	1.4	-12%	-5%	1.3%	-24	-14	4%	-7.9%	3%	1.1
COc1ccccc1CNC(=O)COc1ccc(Br)c(C)c1	i	0.6	.	.	?	.	.	0%	.	13%	.
CCOc1ccccc1C(=O)Nc1nncs1	i	3.6	13%	12%	0.2%	-20	14	2%	-8.0%	14%	1
Cc1ccccc1N1CCN(Cc2cc3c(cc2[N+](=O)[O-])OCO3)CC1	i	0.5	.	.	-0.7%	.	.	-1%	.	4%	.
Cc1nc(NC(=O)CSc2nnc(C)n2CC2CCCO2)sc1C (stereo not given)	i	1.0	1%	-4%	0.7%	-16	-8	0%	-5.4%	-8%	1.1
COc1ccc(-c2nnc(SCc3nnc(-c4ccccc4)o3)n2-c2ccccc2)cc1	i	2.1	6%	8%	0.9%	5	-10	4%	-5.6%	10%	1.1
COc1cc(/C=N/NC(=O)c2c(C)nnn2-c2nonc2N)ccc1O	i	0.6	-6%	4%	4.3%	-2	20	2%	-4.1%	-4%	1.1
Cc1ccccc1OCC(O)CNC1CCCC1 (stereo not given)	i	0.4	.	.	-0.6%	.	.	-8%	.	-3%	.
COc1cc(C(=O)Nc2ccc(S(=O)(=O)Nc3cnc4ccccc4n3)cc2)cc(OC)c1OC	i	0.6	.	.	4.0%	.	.	2%	.	11%	.
COC(=O)C1=C(O)/C(=C\c2ccc(CNC(=O)C(=O)Nc3ccc(C)c(C)c3)o2)N=C1C	i	0.8	-26%	-46%	1.1%	12	10	8%	-7.5%	-7%	1.1
CCC(=O)Nc1ccc(C(=O)CSc2nnc(-c3ccccc3F)n2C2CC2)cc1	i	0.3	8%	1%	1.3%	0	-4	20%	0.8%	-9%	1.1
Cc1ccc(-n2nnnc2SCC(=O)N(CC(C)C)c2c(N)n(CC(C)C)c(=O)[nH]c2=O)cc1	i	0.0	-12%	-5%	0.6%	-12	11	-2%	-5.2%	-8%	1.1
COc1ccccc1CCNC(=O)CNC(=O)Cc1cccc2ccccc12	i	0.7	.	.	5.3%	.	.	-1%	.	-1%	.
COc1ccccc1CNC(=O)C1Cc2ccccc2C(=O)O1 (stereo not given)	i	0.1	8%	10%	-0.4%	-30	-2	-2%	-9.7%	5%	1

3 compounds out of the list above, sorted by the value under WT yeast gro inh mutant strain, smallest number first.
molecule	Myeloid diff 2 GFP+ MAC1+ %	human PMI inhibition	human PMI inhibitors	RSV antiviral HEp-2	WT yeast gro inh mutant strain	SIAH1 antagonists	XIAP antagonists	Salmonella PhoP GFP	TNAP activators
CCOc1cc(NC(=S)NCCCOC)c(OCC)cc1NC(=O)c1cccs1	0.8	17%	32%	1.1%	-20	-6%	-13%	11%	1.6
COC(=O)C1=C(O)/C(=C\c2ccc(CNC(=O)C(=O)Nc3ccc(C)c(C)c3)o2)N=C1C	0.8	-26%	-46%	1.1%	10	8%	-7.5%	-7%	1.1
Cc1ccc(-n2nnnc2SCC(=O)N(CC(C)C)c2c(N)n(CC(C)C)c(=O)[nH]c2=O)cc1	0.0	-12%	-5%	0.6%	11	-2%	-5.2%	-8%	1.1
